LmPK inhibitor = qHTS Assay for Inhibitors of Leishmania Mexicana Pyruvate Kinase (LmPK). purified LmPK, Kinase-Glo ATP luminescence, 1 h. Potency, µM (highest dose often 57.5 µM), inactives show at the top dose activity change, negative = inhibition, most hits filed as inhibitors. 290,000 compounds, 0.37% hits; note: potency is the fitted concentration of half-maximal effect; % is set by controls: 0 for no effect and ±100 for the full control effect
Target sequence (Q27686 whole entry, looked up): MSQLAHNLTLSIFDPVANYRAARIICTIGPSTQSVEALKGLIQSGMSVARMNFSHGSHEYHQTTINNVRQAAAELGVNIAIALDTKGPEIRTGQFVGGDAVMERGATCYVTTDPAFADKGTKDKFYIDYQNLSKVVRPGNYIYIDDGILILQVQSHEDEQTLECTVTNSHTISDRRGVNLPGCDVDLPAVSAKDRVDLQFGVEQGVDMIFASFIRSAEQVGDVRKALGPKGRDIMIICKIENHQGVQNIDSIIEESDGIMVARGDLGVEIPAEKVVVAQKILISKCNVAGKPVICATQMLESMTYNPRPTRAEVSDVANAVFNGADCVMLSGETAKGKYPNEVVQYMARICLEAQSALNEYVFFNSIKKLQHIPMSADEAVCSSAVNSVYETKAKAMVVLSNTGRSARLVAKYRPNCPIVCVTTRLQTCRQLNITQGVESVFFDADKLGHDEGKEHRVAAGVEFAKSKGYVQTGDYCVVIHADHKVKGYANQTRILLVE
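0.1 nM LmPK, 0.5 mM PEP, 0.1 mM ADP; 50 mM imidazole pH 7.2, 7 mM MgCl2, 50 mM KCl; 1 h RT. Kinase-Glo luminescence readout, normalized to no-enzyme (full inhibition) and uninhibited wells.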
AMA1-RON2 inh = qHTS for Inhibitors of AMA1-RON; Towards Development of Antimalarial Drug Lead: Primary Screen; AID 720542, 2013; Potency, µM (top dose mostly 58.2 µM), for the others: at the highest dose activity change, negative = inhibition, usual class: inhibitors; 360,000 compounds, 0.2% hits; Plasmodium falciparum AMA1 (3D7) - RON2 peptide interaction; AlphaScreen AMA1-biotinylated RON2 peptide binding;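 note: potency is the fitted concentration of half-maximal effect; 0% = vehicle wells and -100% = peptide control; nearly all actives have a fitted effect of over 45% in size; some results filed as inactive show a strong effect at the top dose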
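AMA1 (3D7) with his tag at 25 nM final met compounds first, then biotinylated RON2 peptide at 25 nM; detection used donor plus acceptor beads, 10 µg/mL apiece, read by AlphaScreen after 30 min at room temperature.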
Tb PYK inh = qHTS of Trypanosoma Brucei Inhibitors; pyruvate kinase (Trypanosoma brucei), Q57TT1; TbPYK enzyme, Kinase-Glo Plus ATP luminescence, 45 min; 410,000 compounds, 0.12% hits; Potency, µM (doses to about 76.8 µM), without a hit: at the top dose activity, negative = inhibition, hits mostly inhibitors; note: potency is the fitted concentration of half-maximal effect; % is set by controls: 0 for no effect and ±100 for the full control effect; nearly all actives have a fitted effect of over 50% in size
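ADP (130 uM final) triggers the TbPYK reaction after compound addition; incubation is 45 min at room temperature. Kinase-Glo Plus is then added and luminescence imaged. Normalized data are fitted to concentration-effect curves.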
Pf growth 96h = Primary qHTS for delayed death inhibitors of the malarial parasite plastid, 96 hour incubation; P. falciparum luciferase reporter growth, 96 h; Potency, µM (titrated, usually from 28.7 µM), inactives show top-dose activity change, negative = inhibition, usual class: inhibitors; 320,000 compounds, 6.9% hits; note: potency is the fitted concentration of half-maximal effect; % is set by controls: 0 for no effect and ±100 for the full control effect
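Parasite growth measured via integrated firefly luciferase reporter in P. falciparum. Infected erythrocytes at 2% hematocrit, 0.05% parasitemia final were treated 96 hours at 37 C under 5% CO2, and luminescence was read.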
Pf growth 48h = Primary qHTS for delayed death inhibitors of the malarial parasite plastid, 48 hour incubation; P. falciparum luciferase growth in erythrocytes, 48 h; Potency, µM (highest dose often 28.7 µM), inactives show top-dose activity change, negative = inhibition, actives largely listed as inhibitors; 310,000 compounds, 5.9% hits; AID 504832, 2011; note: potency is the fitted concentration of half-maximal effect; % is set by controls: 0 for no effect and ±100 for the full control effect
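Luciferase-expressing P. falciparum in infected erythrocytes (2% hematocrit, 0.1% parasitemia final) in RPMI 1640/0.5% Albumax were exposed to compound for 48 hours at 37 C, 5% CO2; growth read as luminescence.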
Cycloheximide cs = Cycloheximide Counterscreen for Small Molecule Inhibitors of Shiga Toxin; cell reporter, cycloheximide protein synthesis inhibition counterscreen; max response, %; 300,000 compounds, 12% hits; AID 2314, 2010; in the data active = max response mostly above about 13%, no sharp cut-off; inactive = mostly below about 14%; note: read at 38.3 µM for the half of the compounds with a filed dose; 0% is about no effect
Shiga inhibitor = A qHTS for Small Molecule Inhibitors of Shiga Toxin; 290,000 compounds, 9.2% hits; Vero cells, Shiga toxin protein synthesis inhibition reporter; inhibition, % at 38.7 µM; in the data active = inhibition mostly above about 28%, no sharp cut-off; inactive = mostly below about 43%; note: 0% is about no effect
An asterisk follows results filed as active; ? = inconclusive; . = not tested or not shown; [ ] = dose if it differs, or a comment. Unless noted, calls come from the whole dose curve; as a rule, active = well fitted curve in the direction sought with a large enough effect; inconclusive = small, poorly fitted or top-dose-only effect, or another doubt; inactive = no such curve, though single readings can be large; an effect the other way counts as inactive or inconclusive.

SMILES | LmPK inhibitor | AMA1-RON2 inh | Tb PYK inh | Pf growth 96h | Pf growth 48h | Cycloheximide cs | Shiga inhibitor
CN1/C(=C\C(=O)Nc2ccc(Cl)cc2)C(C)(C)c2ccccc21 | 4% | -4% | -11% | 6% | 3% | 1 | 11
CCc1ccc(C(=O)OCC(=O)N2CCCCCC2)cc1 | . | -5% | 1% | 32%[activator] | 71%[activator] | . | .
COc1cccc(CNC(=O)[C@H](CC(C)C)NC(=O)N2CCn3c2nc2ccccc23)c1 | -3% | 82%[activator] | -7% | ? | ? | 1 | 12
Cc1cc(C)n(-c2ccc(C(=O)Nc3ccc(S(=O)(=O)NCc4ccco4)cc3)cc2)n1 | -2% | -19% | 2% | 30% | 13µM* | 22* | 29
O=C(CN1C(=O)C2CCCN2c2ncc(Cl)cc21)NCc1ccc2c(c1)OCO2 (centres undefined) | 1% | -2% | 2% | 23% | 9.3µM* | 3 | -10
Cc1ccccc1NC(=O)CN1C(=O)CSc2ccc(S(=O)(=O)N3CCCCC3)cc21 | 1% | -1% | -4% | -4% | ? | 12 | 21
CCC(=O)c1cn(CC(=O)OC)c2ccccc12 | -6% | 1% | -8% | 1% | 5% | -6 | -18
COc1ccc(C(CNC(=O)C(C)Oc2ccc(Br)cc2)N2CCCCC2)cc1 (centres undefined) | . | -8% | -5% | ? | 13µM* | . | .
COC(=O)CC1COc2ccccc2N1C(=O)c1ccc(Br)cc1 (centres undefined) | 10% | -1% | -1% | -12% | 392%[activator] | -1 | 5
O=C(CC1COc2ccccc2O1)Nc1ccccn1 (centres undefined) | -12% | -8% | -3% | . | 7% | 1 | 19
Nc1nc(NCCCN2CCOCC2)nc(Nc2cccc(F)c2)c1[N+](=O)[O-] | 3% | 0% | -3% | ? | -14% | 5 | -1
COc1ccc(-c2csc(COC(=O)C(C)(C)C)n2)cc1 | -5% | 17% | -6% | 112%[activator] | 104%[activator] | 30* | 75*
CSc1ccccc1NC(=O)Nc1cccc2ccccc12 | -2% | -15% | 7% | 1% | -4% | 9 | -6
NC(=O)c1ccccc1OCC(=O)Nc1ccc(Cl)c(Cl)c1 | -2% | -2% | 1% | . | 29% | 39* | 71*
C=CCNC(=O)C(=O)N/N=C/c1cccc(Br)c1 | 0% | 0% | -6% | 37%[activator] | 6% | 1 | 5
O=c1c2cnn(-c3ccc(F)cc3)c2ncn1Cc1ccccc1 | 5% | 11% | -5% | 8.3µM* | -8% | 1 | 9
CCCNC1CCS(=O)(=O)C1 (centres undefined) | 2% | -13% | -1% | 56%[activator] | 12% | 1 | -6
O=C(N/N=C/c1ccccc1)c1sccc1OCc1ccc(F)cc1 | 4% | -5% | 1% | ? | ? | 9 | 2
CCCOc1ccc(N)cc1N | -3% | ? | -30% | -9% | -12% | -3 | 18
COc1ccc(CNC(=O)CN(C)Cc2ccc(SC)cc2)cc1 | 6% | -17% | 2% | 6% | 7% | 2 | -2
Cc1ccc(N/N=C2\COC(C)(C)CC2=O)cc1 | -2% | -6% | 3% | 111%[activator] | 151%[activator] | 73* | 101*
O=C(N/N=C/c1oc(O)c2ccccc12)c1ccccc1O | 5% | 98%[activator] | 3% | 65%[activator] | 30% | 6 | 19
CCOC(=O)CNC(=O)CSc1nc(NCc2ccccc2)nc(N(C)C)n1 | 2% | 1% | -12% | -7% | -10% | -3 | -3
Cc1ccccc1CNC(=O)c1ccccc1 | 1% | -2% | -1% | 3% | . | 6 | 15
Cc1nnc(NC(=O)Cc2ccc(OCc3c(C)noc3C)cc2)s1 | 2% | 9% | 1% | ? | -15% | -2 | -4
CCOC(=O)C1=C(O)C(=O)N(Cc2ccccc2)C1 | -5% | 2% | -10% | -1% | . | -1 | 10
Cc1nnc2n1N=C(c1ccccc1)CS2 | 3% | -5% | -7% | 22% | 2%[0.00184 µM] | -4 | -6
CCOP(=O)(OCC)C(NC(=O)CN1C(=O)c2ccccc2S1(=O)=O)C(Cl)(Cl)Cl (centres undefined) | 3% | 18% | -8% | -28% | -2% | -3 | 19
CCn1c(SCc2c(Cl)cccc2Cl)nnc1-c1nn(-c2ccccc2)ccc1=O | 2% | -6% | -13% | ? | -25% | 1 | -11
CC(/C=N/NC(=O)c1cc(-c2cccs2)[nH]n1)=C\c1ccccc1 | 0% | -3% | 2% | ? | -13% | 9 | 10
CC(C)(C)C(=O)Cn1ncc(N2CCCC2)c(Br)c1=O | 2% | 6% | -3% | 276%[activator] | 125%[activator] | 36* | 138*
COc1cccc(C2=CC(=O)C[C@H](c3ccc4c(c3)OCO4)C2)c1OC | . | -28% | 1% | ? | 28% | . | .
Cc1cc(OC(=O)c2cccc(C(F)(F)F)c2)c([N+](=O)[O-])c(=O)[nH]1 | -4% | -5% | 1% | 66%[activator] | 37%[activator] | -2 | 11
O=C(C1CCCCC1)N1CCN(C(=O)C2CCCCC2)CC1 | 4% | 0% | 4% | ? | ? | -3 | -5
CCOc1nc(NCCO)nc(Nc2ccc([N+](=O)[O-])cc2)n1 | 0% | ? | -6% | 18% | 19% | -2 | -19
Cc1ccc(S(=O)(=O)N2CCOCC2)cc1NC(=O)COC(=O)CNC(=O)c1ccc(Cl)cc1Cl | -6% | 7% | 3% | 8% | 24% | -1 | -12
CNC(=S)NNC(=O)c1cccn(Cc2ccccc2)c1=O | 11% | 0% | -14% | ? | 7% | -6 | -2
O=C(O)/C=C/C(=O)Nc1nccs1 | -6% | 12% | 8% | ? | ? | 5 | 2
COc1ccc(OC)c(NC(=O)CN2C(=O)COc3ccc(S(=O)(=O)N4CCCC4)cc32)c1 | 0% | -13% | -14% | -22% | ? | 1 | -5
O=C(NCC1CC1)Nc1cccs1 | 1% | 0% | -2% | 34%[activator] | 9% | 6 | 1
COc1ccc(C2Nc3ccc(Br)cc3C(c3ccccc3)N2CC(=O)O)cc1 (centres undefined) | -10% | 84%[activator] | 2% | ? | -3% | -3 | -2
C=CCNC(=O)CSc1nnc(-c2ccccc2Cl)n1-c1c(C)n(C)n(-c2ccccc2)c1=O | -2% | -8% | 0% | . | -17% | -1 | -5
c1ccc(-c2csc(Nc3ccc4c(c3)OCCO4)n2)cc1 | -19% | -3% | 6% | 102%[activator] | 43%[activator] | 54* | 97*
Cc1cnc(C(=O)OCC(=O)Nc2ccc(Br)c(C)c2)cn1 | . | 0% | -8% | 10% | -12% | . | .
Cc1cc(OCC(=O)N(Cc2ccco2)C2CCS(=O)(=O)C2)cc(C)c1Cl (centres undefined) | 0% | -1% | -3% | -28% | -24% | -2 | -12
CCN(CC)CCOC(=O)c1ccc(N/C=C(/C#N)c2nc(-c3cc4ccccc4oc3=O)cs2)cc1 | 2% | -11% | -6% | 0.15µM* | 0.083µM* | 1 | -4
CCCCC(CC)C(=O)Nc1ccc(C#N)cc1 (centres undefined) | 0% | -5% | 2% | . | -4% | -1 | -3
COc1ccc(NC(=O)CN(C)C(=O)CSCC(=O)Nc2ccc(C)cc2)cc1 | . | 10% | 1% | 57%[activator] | -18% | . | .
COc1ccccc1NC(=O)C(C)OC(=O)CCNS(=O)(=O)c1cccc(C(F)(F)F)c1 (centres undefined) | . | -11% | 5% | -7% | ? | . | .
CCOC(=O)c1c(C)oc2c1c(C=NCc1ccccn1)c(O)c1ccccc12 | 4% | 47%[activator] | -5% | ? | 2.1µM* | 29* | 47*

(list continues)
SMILES | LmPK inhibitor | AMA1-RON2 inh | Tb PYK inh | Pf growth 96h | Pf growth 48h | Cycloheximide cs | Shiga inhibitor
COc1ccc2c(c1)c(C(=O)CN1CCc3ccccc3C1)c(C)n2C | 1% | -2% | 1% | ? | -70% | -2 | -5
CCCC(=O)Nc1cc(C)c(NC(=O)Cc2ccccc2)cn1 | 0% | . | . | . | 14% | -1 | -4
O=C(Cn1cnnn1)Nc1cccc(S(=O)(=O)N2CCCCC2)c1 | -1% | -11% | -9% | 19% | 6% | -2 | 3
COC(=O)c1c(-c2ccccc2Cl)noc1/C=C/N(C)C | -21% | -9% | 0% | -14% | -1% | 5 | 8
CCOc1ccc(N(CC(=O)NCc2ccco2)S(C)(=O)=O)cc1 | -3% | 0% | 5% | 0% | 53%[activator] | 13 | -2
O=C(CCc1ccccc1)NNC(=S)NCc1ccc(Cl)cc1 | -2% | 117%[activator] | -15% | 50%[activator] | 6% | -2 | 20
COc1ccc(C)cc1NC(=O)c1cc2c(CO)cnc(C)c2oc1=N | 0% | 6% | -3% | 2% | 18% | -1 | -18
CCOP(=O)(OCC)C(O)c1ccc(Br)cc1 (centres undefined) | -3% | -17% | -2% | 113%[activator] | 4% | -5 | -7
CN1C(N)=NC(=O)/C1=C/c1ccccc1F | -2% | 4% | 5% | ? | -19% | 10 | 17
COC(=O)c1ccc(-c2ccc(Cl)cc2)nc1C | -14% | 9% | -4% | 407%[activator] | 496%[activator] | 95* | 37*
CCn1c(COc2ccc(C)cc2)nnc1SCC(=O)Nc1ccc(S(N)(=O)=O)cc1 | -3% | 9% | 1% | ? | 10% | 11 | 27
CCCCn1c(SCC(=O)N2CCCC2)nc2c1c(=O)n(C)c(=O)n2C | -5% | -5% | -3% | ? | -5% | -4 | -7
CC(=O)NC(CCS(C)(=O)=O)C(=O)Nc1cccc(C(C)=O)c1 (centres undefined) | -1% | -1% | -4% | ? | 6% | -2 | 7
COc1ccccc1C(CNC(=O)CNC(=O)c1ccc(Cl)c(Cl)c1)N1CCCC1 (centres undefined) | . | 5% | 3% | 36%[activator] | -15% | . | .
CCc1nnc(NC(=O)c2nc3nc(C)cc(C)n3n2)s1 | 7% | 21% | -14% | . | 44%[activator] | 3 | 3
Cc1ccc(CC(=O)N2CCN(C)CC2)cc1 | 1% | 12% | -3% | -23% | -7% | -1 | 24
Cc1cccc(CN2CCN(CC(=O)NCc3cccs3)C2=O)c1 | -2% | 1% | 6% | 7% | . | 1 | -19
Cc1nnc(SCC(=O)Nc2cc(S(C)(=O)=O)ccc2Cl)n1Cc1ccccc1 | -2% | -9% | -1% | ? | -19% | -3 | -1
Cc1cccc(OCCCC(=O)Nc2ccc3c(c2)OCO3)c1 | 3% | -3% | -3% | -20% | 4% | 2 | 35
C/C(=N\NC(=S)Nc1ccc(C)cc1)c1cc2ccccc2o1 | 8% | -4% | -2% | ? | ? | 21* | 30
COc1ccc(-c2csc(NC(=O)Nc3ccccc3)n2)cc1 | 1% | 0% | -12% | -3% | . | 8 | 41

Source: PubChem BioAssay (National Center for Advancing Translational Sciences (NCATS))
